eIF2B yeast act: eIF2B (yeast) activity modulation; inhibition, % at 25 µM (by protocol); S. cerevisiae eIF2B-epsilon R284H, GCN4-lacZ luminescence; 27,000 tested, 0.91% active;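 active = mutant luminescence inhibited past about 50% while wild type luminescence and mutant growth stay under set limits, limit read from the data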; note: some compounds called inactive have numbers as strong as hits
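Material – yeast eIF2B-epsilon R284H mutant carrying GCN4–beta-galactosidase fusion · Medium – YPD yeast growth medium · Compound – one concentration, 25 µM, 0.25% DMSO · Times – 16 h at 30 °C exposure · Signal – Beta-Glo luminescence plus absorbance at 595 nm · Read-out – % inhibition of reporter signal and growth versus controls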
Yeast growth tox: Compounds toxic to wild-type S. cerevisiae growth; A595 turbidity, 16 h; growth inhibition, % at 25 µM (by protocol); 30,000 tested, 0.3% active; AID 685;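 active = mutant and wild-type yeast strains alike exhibit over 30% growth inhibition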;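 note: 0% = untreated cell controls and 100% = YPD media blanks without cells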
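system = S. cerevisiae wild-type or eIF2Bepsilon-R284H mutant strain | buffer or medium = YPD medium | dosing = one dose, 25 µM compound, 0.2% DMSO | schedule = 16 h at 30 °C | measured by = A595 turbidity | evaluation = growth inhibition (%) versus cell controls and blanks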
Yeast growth tox inhibition %: recorded beside Yeast growth tox, whose call it bears; growth inhibition, %; S. cerevisiae eIF2Bepsilon-R284H mutant growth, A595 turbidity, 16 h;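 each compound tested once at 25 µM; 0% equals untreated cells and 100% equals cell-free medium blanks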
eIF2B yeast act mutant toxicity: recorded beside eIF2B yeast act, whose call it bears; growth inhibition, %; measured here: mutant yeast growth, toxicity;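 each compound tested once at 25 µM; zero equals untreated control growth and 100 equals blank medium absorbance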
* = called active by the depositor; x = no result given. Not all compounds are listed; count on the stated rates, not on these rows.

Codes: A = eIF2B yeast act; B = eIF2B yeast act mutant toxicity; C = Yeast growth tox; D = Yeast growth tox inhibition %
structure: O=C(NC1CCCc2ccccc21)C1CCN(S(=O)(=O)N2CCCCCC2)CC1 (stereo unspecified)
  A = 18 | B = 4 | C = -7 | D = 4

structure: CN1C(=O)c2c(sc3c2CCCC3)NC1c1ccccc1O (stereo unspecified)
  A = 16 | B = -20 | C = 12 | D = -20

structure: CCC(C)n1cnc2c(c1=O)c1nc3ccccc3nc1n2Cc1ccc2c(c1)OCO2 (stereo unspecified)
  A = 27 | B = 8 | C = -23 | D = 8

structure: Cc1csc(=N)n1-c1ccc(Cl)cc1
  A = -32 | B = x | C = x | D = x

structure: Cc1cc(NC(=O)c2cc(-c3cccs3)on2)no1
  A = 0 | B = 38 | C = 31* | D = 38*

structure: COc1ccc(C(=O)NCC(=O)OCC(=O)Nc2c(C)n(C)n(-c3ccccc3)c2=O)cc1
  A = x | B = x | C = 24 | D = 17

structure: O=C(c1cn(-c2ccccc2)nc1-c1ccccc1)n1nnc2ccccc21
  A = 27 | B = -11 | C = -2 | D = -11

structure: Cc1nc2ccccc2c(=O)n1NC(=O)c1c(O)c2ccccc2n(C)c1=O
  A = 20 | B = 14 | C = 9 | D = 14

structure: CSc1ccccc1NC(=O)c1noc2c1CCC2
  A = 40 | B = -24 | C = 3 | D = -24

structure: CCc1ccc2c(c1)C1(NN=C(c3ccc(C)cc3)S1)C(=O)N2 (stereo unspecified)
  A = 60* | B = x | C = x | D = x

structure: Cc1cc(N2CCOCC2)nc(SCC(=O)c2ccc(Cl)cc2)n1
  A = 24 | B = 16 | C = 24 | D = 16

structure: COc1ccc(NC(=O)Cc2nnc(SCC(=O)Nc3cc(C)ccc3OC)n2C)cc1
  A = -25 | B = x | C = 7 | D = 0

structure: COc1cccc(/C=N/n2c(SC)nnc2-c2ccccc2)c1OC
  A = -11 | B = x | C = 18 | D = 0

structure: COc1ccc(NC(=O)CSc2nc(C)c3c(c2C#N)CCCC3)cc1
  A = -10 | B = 5 | C = -4 | D = 5

structure: Cc1cc(-c2[nH]nc3c2C(c2ccc(Cl)cc2)C(C#N)=C(N)O3)c(C)s1 (stereo unspecified)
  A = 0 | B = -4 | C = -1 | D = -4

structure: Cc1nc(-c2ccccc2)c(-c2ccccc2)[nH]1
  A = -11 | B = x | C = x | D = x

structure: COC(=O)C(NC(C)=O)(Nc1ccc(Br)cn1)C(F)(F)F (stereo unspecified)
  A = 44 | B = 4 | C = 5 | D = 4

structure: Cn1cnnc1SC(C(=O)c1ccccc1)c1ccccc1 (stereo unspecified)
  A = 23 | B = x | C = 3 | D = 0

structure: Oc1c(C=NCc2ccc(F)cc2)[nH]c2ccc(Br)c(Cl)c12
  A = x | B = x | C = 7 | D = 13

structure: Cc1nc2c(c(=O)n1CCC1=CCCCC1)c1nc3ccccc3nc1n2/N=C/c1ccccc1
  A = -8 | B = 5 | C = -13 | D = 5

structure: CCC(=O)Nc1cc(-c2nn(CC(=O)N3CCCCC3)c(=O)c3ccccc23)ccc1N1CCOCC1
  A = x | B = x | C = 9 | D = 8

structure: Cc1ccc(SCc2cc(=O)[nH]c(N3CCN(C)CC3)n2)cc1
  A = -10 | B = x | C = -3 | D = 0

structure: CCCC(=O)Nc1nc2c(c(=O)[nH]1)CCCC2
  A = 14 | B = 2 | C = -6 | D = 2

structure: O=C(CCN1CCN(c2ccccc2)CC1)Nc1ccccc1F
  A = x | B = x | C = 9 | D = 5

structure: CCCC(=O)C1=C(SCC)CC(C)(C)C(C(=O)OC)C1=O (stereo unspecified)
  A = -11 | B = -12 | C = -4 | D = -12

structure: Cc1ccnc(NC(=O)CS(=O)(=O)Cc2ccccc2)c1
  A = x | B = x | C = 22 | D = 2

structure: O=C(COc1ccccc1Br)NCc1ccco1
  A = -7 | B = x | C = x | D = x

structure: Cc1ccc(S(=O)(=O)c2c(N)n(Cc3ccco3)c3nc4ccccc4nc23)cc1C
  A = 21 | B = 4 | C = -8 | D = 4

structure: COc1ccc(/C=C2/N=C3CCCCCN3C2=O)cc1OC
  A = 3 | B = -6 | C = 2 | D = -6

structure: Cc1ccc(NC(=O)CN2C(=O)NC(Cc3ccccc3)C2=O)cc1 (stereo unspecified)
  A = 21 | B = 32 | C = 6 | D = 32

Looked up by structure from above:
Codes: A = eIF2B yeast act; B = eIF2B yeast act mutant toxicity; C = Yeast growth tox; D = Yeast growth tox inhibition %
structure: Cc1nc(-c2ccccc2)c(-c2ccccc2)[nH]1
  A = -11 | B = x | C = x | D = x

structure: O=C(COc1ccccc1Br)NCc1ccco1
  A = -7 | B = x | C = x | D = x

structure: CCCC(=O)Nc1nc2c(c(=O)[nH]1)CCCC2
  A = 14 | B = 2 | C = -6 | D = 2

(cont.)
Codes: A = eIF2B yeast act; B = eIF2B yeast act mutant toxicity; C = Yeast growth tox; D = Yeast growth tox inhibition %
structure: COC(=O)c1sccc1NC(=S)N1CCCCC1
  A = 12 | B = 7 | C = 20 | D = 7

structure: O=C(Cn1cnc2ccccc2c1=O)NCCC(=O)N1CCN(c2ccccc2)CC1
  A = 46 | B = 4 | C = -9 | D = 4

structure: c1ccc(CSc2n[nH]c(-c3ccco3)n2)cc1
  A = -67 | B = 17 | C = -5 | D = 17

structure: CN1CCN(C(=O)c2ccccc2NC(=O)CCN2C(=O)c3ccccc3C2=O)CC1
  A = x | B = x | C = 2 | D = -5

structure: O=C(c1ccccc1)c1ccc(OC(=O)N2CCCC2)cc1
  A = -17 | B = 10 | C = 15 | D = 10

structure: COC(=O)c1c(NC(=O)c2ccco2)sc(C(=O)N2CCCC2)c1C
  A = 9 | B = -27 | C = -27 | D = -27

structure: CCCCc1nc(NCc2ccccc2)c(C#N)c2c1COC(C)(C)C2
  A = -8 | B = -11 | C = 7 | D = -11

structure: Cc1ccc(C)c(N2CCN(C(=O)CCCCn3c(=O)[nH]c4ccccc4c3=O)CC2)c1
  A = 17 | B = 14 | C = 15 | D = 14

structure: O=S(=O)(NCc1ccc(Cl)cc1)c1cnc[nH]1
  A = -10 | B = 8 | C = 13 | D = 8

structure: CCc1ccccc1NC(=O)CSc1nnc([C@@H](NC(=O)OC(C)(C)C)C(C)CC)o1 (stereo partly specified)
  A = 30 | B = 15 | C = 5 | D = 15

structure: CCCC(=O)Nc1ccc(-c2nc3cc(C)ccc3o2)cc1
  A = x | B = x | C = 13 | D = 4

structure: CC1(C)N=C(N)NC(Nc2cccc(Br)c2)=N1
  A = -53 | B = 6 | C = 2 | D = 6

structure: Cc1occc1C(=O)N/N=C/c1cnn(C)c1C
  A = 2 | B = -7 | C = -5 | D = -7

structure: O=C1CCC(=O)N1OCCCOc1ccc(Br)cc1Cl
  A = -29 | B = x | C = -7 | D = 0

structure: CCc1cc(=O)oc2c(CN3CCCC3)c(O)c(Cl)cc12
  A = 17 | B = x | C = 6 | D = 0

Among those listed so far, these have fluorine.
Codes: A = eIF2B yeast act; B = eIF2B yeast act mutant toxicity; C = Yeast growth tox; D = Yeast growth tox inhibition %
structure: COC(=O)C(NC(C)=O)(Nc1ccc(Br)cn1)C(F)(F)F (stereo unspecified)
  A = 44 | B = 4 | C = 5 | D = 4

structure: Oc1c(C=NCc2ccc(F)cc2)[nH]c2ccc(Br)c(Cl)c12
  A = x | B = x | C = 7 | D = 13

structure: O=C(CCN1CCN(c2ccccc2)CC1)Nc1ccccc1F
  A = x | B = x | C = 9 | D = 5

The listing picks up, starting six compounds before the break.
Codes: A = eIF2B yeast act; B = eIF2B yeast act mutant toxicity; C = Yeast growth tox; D = Yeast growth tox inhibition %
structure: CCc1ccccc1NC(=O)CSc1nnc([C@@H](NC(=O)OC(C)(C)C)C(C)CC)o1 (stereo partly specified)
  A = 30 | B = 15 | C = 5 | D = 15

structure: CCCC(=O)Nc1ccc(-c2nc3cc(C)ccc3o2)cc1
  A = x | B = x | C = 13 | D = 4

structure: CC1(C)N=C(N)NC(Nc2cccc(Br)c2)=N1
  A = -53 | B = 6 | C = 2 | D = 6

structure: Cc1occc1C(=O)N/N=C/c1cnn(C)c1C
  A = 2 | B = -7 | C = -5 | D = -7

structure: O=C1CCC(=O)N1OCCCOc1ccc(Br)cc1Cl
  A = -29 | B = x | C = -7 | D = 0

structure: CCc1cc(=O)oc2c(CN3CCCC3)c(O)c(Cl)cc12
  A = 17 | B = x | C = 6 | D = 0

structure: CCc1ccccc1NC(=O)N[C@@H](C)C(=O)OC
  A = x | B = x | C = -14 | D = -9

structure: Cc1cc(C)n(CCc2nc(-c3ccco3)cs2)n1
  A = x | B = x | C = 28 | D = 18

structure: Cn1c(=O)c2c(nc(NCCNC(=O)c3ccco3)n2Cc2ccc(Cl)cc2Cl)n(C)c1=O
  A = 20 | B = -38 | C = 3 | D = -38

structure: CCn1c(=O)n(-c2ccc(Cl)cc2)c(=O)c2c3c(sc21)COC(C)(C)C3
  A = -38 | B = 5 | C = -12 | D = 5

structure: CCCCc1nnc(SCCSc2nnc(CCCC)n2N)n1N
  A = -13 | B = x | C = x | D = x

structure: COCCOCCn1cnc2ccccc21
  A = 18 | B = 7 | C = 10 | D = 7

structure: O=C(Nc1ccccc1F)c1ccco1
  A = -9 | B = x | C = x | D = x

structure: CCOC(=O)C1CCN(C(=O)Cc2c(C(=O)O)n(CC)c3ccccc23)CC1
  A = 16 | B = -7 | C = 37 | D = -7

structure: CCOC(=O)C1=C(C)OC(N)=C(C#N)C1c1ccc(O)c(OC)c1 (stereo unspecified)
  A = 25 | B = 17 | C = 9 | D = 17

structure: N#Cc1ccsc1NC(=O)CN1CCN(c2ccccn2)CC1
  A = 16 | B = 3 | C = 19 | D = 3

structure: CCOc1ccc(-c2nc(C#N)c(NCC3CCCO3)o2)cc1 (stereo unspecified)
  A = x | B = x | C = 10 | D = 21

Screening results deposited in PubChem by PCMD.
